Cav3 T inh = inhibitors of human Cav3.2 T-type calcium channel | AID 449739 | O95180 | 100,000 tested, 4% active | B-score at 10 µM | Cav3.2-expressing cells, Fluo-4 calcium fluorescence FDSS; stronger effect = lower value;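 active = single-dose well whose peak fluorescence ratio is a statistical outlier from its plate by either plate-standardised score or position-corrected B-score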
Target sequence (O95180 whole entry, looked up): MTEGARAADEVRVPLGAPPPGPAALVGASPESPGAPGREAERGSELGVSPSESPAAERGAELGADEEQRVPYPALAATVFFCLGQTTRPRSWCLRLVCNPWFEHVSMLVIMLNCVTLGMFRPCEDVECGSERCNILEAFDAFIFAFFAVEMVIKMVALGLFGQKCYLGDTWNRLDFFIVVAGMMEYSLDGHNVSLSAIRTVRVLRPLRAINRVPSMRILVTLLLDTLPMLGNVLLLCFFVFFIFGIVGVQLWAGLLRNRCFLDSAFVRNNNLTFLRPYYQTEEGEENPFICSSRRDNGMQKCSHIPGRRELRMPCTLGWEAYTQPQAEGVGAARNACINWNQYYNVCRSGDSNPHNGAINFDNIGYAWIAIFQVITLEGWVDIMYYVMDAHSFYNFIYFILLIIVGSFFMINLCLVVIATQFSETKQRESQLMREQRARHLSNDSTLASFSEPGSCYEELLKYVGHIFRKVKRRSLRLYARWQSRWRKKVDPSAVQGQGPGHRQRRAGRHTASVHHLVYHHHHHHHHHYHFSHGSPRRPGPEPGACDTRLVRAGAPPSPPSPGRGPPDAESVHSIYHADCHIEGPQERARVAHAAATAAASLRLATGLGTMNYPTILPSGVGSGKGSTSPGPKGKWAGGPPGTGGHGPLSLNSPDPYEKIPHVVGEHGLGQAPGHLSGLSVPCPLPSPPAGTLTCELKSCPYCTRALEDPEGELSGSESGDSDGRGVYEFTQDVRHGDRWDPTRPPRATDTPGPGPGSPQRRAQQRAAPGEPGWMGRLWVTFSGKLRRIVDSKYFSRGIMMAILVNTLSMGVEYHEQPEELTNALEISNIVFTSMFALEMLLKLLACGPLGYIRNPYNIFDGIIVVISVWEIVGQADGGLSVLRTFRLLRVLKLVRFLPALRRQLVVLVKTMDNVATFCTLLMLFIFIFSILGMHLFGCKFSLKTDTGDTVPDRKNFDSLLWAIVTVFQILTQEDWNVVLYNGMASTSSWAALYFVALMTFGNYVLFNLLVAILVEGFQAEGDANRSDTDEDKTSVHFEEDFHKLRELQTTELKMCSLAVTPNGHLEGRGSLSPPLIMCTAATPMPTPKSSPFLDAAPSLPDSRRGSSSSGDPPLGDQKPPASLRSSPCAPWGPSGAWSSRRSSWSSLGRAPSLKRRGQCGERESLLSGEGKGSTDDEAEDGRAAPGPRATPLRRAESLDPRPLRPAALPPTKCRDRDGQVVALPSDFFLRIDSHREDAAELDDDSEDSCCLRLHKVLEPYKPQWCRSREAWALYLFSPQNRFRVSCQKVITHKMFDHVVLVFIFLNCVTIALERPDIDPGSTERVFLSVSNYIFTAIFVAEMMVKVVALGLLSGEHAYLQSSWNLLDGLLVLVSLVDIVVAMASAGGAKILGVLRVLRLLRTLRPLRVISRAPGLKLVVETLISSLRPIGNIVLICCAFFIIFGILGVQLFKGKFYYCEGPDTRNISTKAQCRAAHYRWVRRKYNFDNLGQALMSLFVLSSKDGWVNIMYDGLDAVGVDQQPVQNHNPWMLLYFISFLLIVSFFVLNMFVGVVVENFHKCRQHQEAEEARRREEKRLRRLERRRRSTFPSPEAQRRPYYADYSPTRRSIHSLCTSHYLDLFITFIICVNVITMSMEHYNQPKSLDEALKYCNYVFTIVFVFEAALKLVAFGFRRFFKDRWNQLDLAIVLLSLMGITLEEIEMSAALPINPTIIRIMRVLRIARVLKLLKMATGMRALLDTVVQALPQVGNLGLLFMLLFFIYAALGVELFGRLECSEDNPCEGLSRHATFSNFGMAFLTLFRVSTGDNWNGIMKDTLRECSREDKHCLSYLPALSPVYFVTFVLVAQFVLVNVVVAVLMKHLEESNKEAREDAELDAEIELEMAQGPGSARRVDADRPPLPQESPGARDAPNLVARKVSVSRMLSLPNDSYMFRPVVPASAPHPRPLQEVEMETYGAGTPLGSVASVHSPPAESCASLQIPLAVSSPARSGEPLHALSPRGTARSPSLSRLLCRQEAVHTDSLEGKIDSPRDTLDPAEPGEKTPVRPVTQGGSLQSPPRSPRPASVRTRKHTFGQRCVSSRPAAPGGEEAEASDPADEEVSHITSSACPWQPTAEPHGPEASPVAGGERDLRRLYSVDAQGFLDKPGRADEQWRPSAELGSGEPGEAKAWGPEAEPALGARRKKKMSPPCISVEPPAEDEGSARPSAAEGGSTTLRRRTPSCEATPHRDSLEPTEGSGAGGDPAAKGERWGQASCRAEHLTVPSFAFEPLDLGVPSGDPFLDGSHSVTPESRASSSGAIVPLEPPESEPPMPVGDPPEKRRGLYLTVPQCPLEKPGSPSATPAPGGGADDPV
* = called active by the depositor. Some of the compounds tested, so the mix of outcomes need not match the whole.

#	molecule	Cav3 T inh
1	CCOc1cc2[nH]c(=S)n(CCN3CCCCC3C)c(=O)c2cc1OCC (stereo unspecified)	1.51
2	COCCNC(=O)Nc1ccc2nc(C)sc2c1	0.0764
3	COC(=O)c1ccc2ccn(CC(=O)NC(C)C)c2c1	0.248
4	CN(C)c1nc(N(C)C)nc(N(C)C)n1	-0.183
5	N/C(=N\c1nc2ccccc2o1)NC(=O)c1ccccc1F	-0.0339
6	Cc1onc(-c2ccccc2Cl)c1C(N)=O	0.588
7	CCN(C(=O)CSc1ncn[nH]1)C1CCCCC1	-0.379
8	O=C(Cn1nnc(-c2cccc(C(F)(F)F)c2)n1)N1CCOCC1	0.41

Shown with values ahead of the structure: 5 of the compounds above.
no.	Cav3 T inh	canonical_smiles
7	-0.379	CCN(C(=O)CSc1ncn[nH]1)C1CCCCC1
3	0.248	COC(=O)c1ccc2ccn(CC(=O)NC(C)C)c2c1
6	0.588	Cc1onc(-c2ccccc2Cl)c1C(N)=O
1	1.51	CCOc1cc2[nH]c(=S)n(CCN3CCCCC3C)c(=O)c2cc1OCC (stereo unspecified)
5	-0.0339	N/C(=N\c1nc2ccccc2o1)NC(=O)c1ccccc1F

Further results.
#	molecule	Cav3 T inh
9	O=C(CCCc1nc(-c2ccccc2Cl)no1)NC1CCCCC1	0.428
10	CCCS(=O)(=O)N1CCN(C(=O)c2cccs2)CC1	1.41
11	Cc1cccc(C)c1OCC(=O)NCc1nnc(SCC(=O)NC2CCCCC2)n1C	1.15
12	CCc1ccc(C(=O)CN(C#N)c2nc(C)cc(C)n2)cc1	-0.257
13	Cc1nc(-c2ccccc2)sc1C1(C)CC(c2cccc(F)c2)=NO1 (stereo unspecified)	0.536
14	Cc1ccc(S(=O)(=O)NCC(=O)N2CCCCC2)cc1	0.444
15	CCCOc1cccc(C2/C(=C(/O)c3ccc(OC)cc3)C(=O)C(=O)N2CCN(C)C)c1 (stereo unspecified)	1.12
16	COc1ccc(S(=O)(=O)N(CC(=O)O)c2ccccc2)cc1	0.209

#	molecule	Cav3 T inh
17	COc1ccc(N=C2S/C(=C\c3cccs3)C(=O)N2CC(C)C)cc1	-1.12
18	Cc1nc(SCC(=O)c2ccc(F)cc2)n[nH]1	0.454
19	Cc1ccc(C)c(NC(=O)Cn2nc(C)c3ccccc3c2=O)c1	-0.0373
20	Cc1ccc(CNC(=O)C2CC(c3ccc([N+](=O)[O-])cc3)=NO2)cc1 (stereo unspecified)	-0.734
21	CCCCn1ccc(O)c(Cc2ccc(F)cc2)c1=O	-0.162
22	COc1cc(CC(=O)NCc2ccco2)cc(OC)c1OC	0.327
23	O=c1[nH]cnc2c1N1CCC2CC1	0.734
24	Cc1nnc(SCC(=O)Nc2nsc(-c3ccccc3)n2)s1	-0.0214

#	molecule	Cav3 T inh
25	COC(=O)C(c1cc(OC)c(O)c(OC)c1)(N1CCNC(C)C1)C(F)(F)F (stereo unspecified)	0.00103
26	COc1ccc(Oc2cc(F)nc(N)n2)cc1	0.098
27	O=[N+]([O-])c1ccc(Sc2nccn2Cc2ccccc2)c([N+](=O)[O-])c1	-1.19
28	COc1ccc(N(CC(=O)O)S(C)(=O)=O)cc1OC	0.757
29	O=C(Nc1ccc(Cl)cc1)c1cc2nc(-c3ccco3)cc(C(F)(F)F)n2n1	0.793
30	CCCCn1nc(C(=O)O)ccc1=O	0.496
31	CCc1nnc2sc(-c3ccc(NC(=O)c4ccc5c(c4)OCCO5)cc3)nn12	0.393
32	O=C(O)CN1CCCC1=Nc1ccccc1	-0.13

#	molecule	Cav3 T inh
33	CC(C)(C)NS(=O)(=O)c1ccc(CCC(=O)NCc2cccnc2)cc1	0.548
34	Cc1nn(C)c(C)c1NC(=O)c1ccnn1C	0.225
35	O=C(NCCOCCOCCNC(=O)c1cccnc1)c1cccnc1	-0.147
36	O=C(c1cc2nc(-c3ccco3)cc(C(F)(F)F)n2n1)N1CCN(c2ccccn2)CC1	-0.154
37	COc1ccc2c(c1)C(=O)N(c1ccc(C)cc1)C(=O)C2	-0.315
38	CC(Sc1nnc(-c2cccs2)n1-c1ccccc1)C(=O)NCc1ccco1 (stereo unspecified)	0.396
39	CC1=C(C(=O)Nc2ccccc2)C(c2cccs2)C(C#N)=C(SCC#N)N1 (stereo unspecified)	-3.43
40	OCCNCCCCOc1ccccc1F	1.03

#	molecule	Cav3 T inh
41	O=C(CCn1c(=O)sc2ccccc21)Nc1ccon1	0.0326
42	COc1ccccc1CNC(=O)N[C@@H](Cc1ccccc1)C(=O)O	0.0801
43	FC(F)(F)c1nnc2sc(-c3ccco3)nn12	-0.312
44	Fc1ccc(Nc2nc(Oc3ccc4c(c3)OCO4)nc(N3CCOCC3)n2)c(F)c1	0.477
45	O=C(CCNC(=O)Cn1ccc2ccccc2c1=O)NCCCN1CCN(c2ccc(F)cc2)CC1	-1.84
46	CCC(c1nnnn1Cc1ccc(OC)cc1)N(CCCO)Cc1cc2cc3c(cc2[nH]c1=O)OCO3 (stereo unspecified)	1.44
47	CC(C)OC(=O)COc1ccc(-c2ccccc2)cc1	0.316
48	O=C(CCn1c(=O)oc2ccccc21)Nc1nc2ccccc2s1	-4.64

#	molecule	Cav3 T inh
49	O=C(CSc1nnc(Cc2ccccc2)n1-c1ccc(F)cc1)N1CCOCC1	0.735
50	CCOCCCNC(=O)c1c[nH]c2ccc(C)cc2c1=O	0.0776
51	CN(c1ccc(C(=O)NCC2CCCO2)cc1)S(=O)(=O)c1ccccc1 (stereo unspecified)	-0.541
52	O=C(NCC(=O)N1CCCC1)c1cccs1	1.61
53	COc1cc(-c2[nH]nc3c2C(c2ccoc2)C(C#N)=C(N)O3)cc(OC)c1OC (stereo unspecified)	1.13
54	CCOC(=O)c1cc(-c2ccc(C)cc2)n(CCC(=O)NC(C)CC)c1C (stereo unspecified)	-1.22
55	C=CCn1c(COc2cccc3cccnc23)nnc1SCC(=O)OC	0.757
56	O=[N+]([O-])c1ccc(Cl)c(/C=N/N2CCN(Cc3ccccc3)CC2)c1	-0.286

#	molecule	Cav3 T inh
57	O=C(Cn1c(CC(=O)N2CCOCC2)nc2ccccc21)Nc1ccc2c(c1)OC(F)(F)O2	-2.1
58	N#Cc1c(NCc2ccccc2)ccnc1NCc1cccnc1	-0.0442
59	CCCP(=O)(CC(=O)O)c1ccccc1 (stereo unspecified)	0.565
60	CC(C)C(=O)Nc1c2c(nc3ccccc13)N(C)CC2	0.0384
61	CCOC(=O)c1ccc(COC(=O)c2ccc(-c3nnc(-c4ccccc4)o3)cc2)o1	-0.747
62	O=C(Nc1cnn(Cc2ccc(F)cc2)c1)c1cc2nc(-c3ccco3)cc(C(F)(F)F)n2n1	0.0827
63	Cc1ccc(S(=O)(=O)N2CCN(C(=O)CN3CCOCC3)C2)cc1	-0.0157
64	Cc1ccc(-c2nnc(N3CCN(C(=O)CN4CCOCC4)CC3)c3ccccc23)cc1	0.212

#	molecule	Cav3 T inh
65	Cc1ccccc1S(=O)(=O)Cc1ccc(C(=O)N2CCN(c3ncccn3)CC2)o1	0.933
66	O=C(O)CCNS(=O)(=O)c1ccccc1	-0.175
67	COc1cccc(N(CC(=O)N2CCN(C)CC2)S(=O)(=O)c2ccccc2)c1	1.43
68	CCn1c(SCC(=O)N2CCCc3ccccc32)nnc1-c1ccoc1C	1.01
69	O=S1(=O)C=CC(Nc2ccccc2)C1 (stereo unspecified)	0.2
70	CC1CCCN(C(=O)CNC(=O)Cn2ccc3ccccc3c2=O)C1 (stereo unspecified)	1.08
71	CCOCCCNC(=O)c1cc2sc(Cl)cc2n1CC	-1.87
72	Nn1c(COc2ccccc2)nnc1SC(F)F	0.22

#	molecule	Cav3 T inh
73	COc1ccc(C2C(C(=O)c3ccco3)=C(O)C(=O)N2Cc2cccnc2)cc1OC (stereo unspecified)	0.263
74	COc1ccccc1NC(=O)CN(C)S(=O)(=O)c1cc(C)ccc1OC	-0.0439
75	CCC(C)Sc1nc(C)nc2c1c(=O)n(C)c(=O)n2C (stereo unspecified)	-0.963
76	Cc1ccc(C)c(NS(=O)(=O)c2c(C)nn(C)c2C)c1	-0.139
77	O=C(C1CCCN(S(=O)(=O)c2cccnc2)C1)N1CCn2c1nc1ccccc12 (stereo unspecified)	1.59
78	CC(=O)CCC(=O)NCCc1ccccc1F	-0.14
79	Cc1ccc(NC(=O)c2cccc(Cl)c2)nc1	0.382
80	CCOC(=O)C1=C(C)N(CCCC(=O)O)C(=O)NC1c1ccccc1 (stereo unspecified)	0.652

#	molecule	Cav3 T inh
81	CC(Cc1ccccc1)C(=O)N1CCN(C)CC1 (stereo unspecified)	-1.79
82	CN1CCN(Cc2c(O)ccc3occ(C(=O)c4ccccc4)c23)CC1	0.954
83	C/C(=N\NC(=O)c1c(Cl)c(C)nn1C)c1cccc(NC(=O)COc2ccccc2)c1	-0.0212
84	CCN(CC(=O)Nc1ccc2c(c1)OCCO2)Cc1cc(=O)oc2c(C)c(C)ccc12	0.432
85	CCOC(=O)c1nc(Nc2ccccc2)c2ccccc2n1	0.799
86	CC(C)C[C@H](NC(=O)c1nc[nH]c1C(=O)N(C)Cc1ccccc1)C(=O)OCc1ccccc1	-2.45
87	Cc1ccc2nsnc2c1S(=O)(=O)N(Cc1ccco1)Cc1cc2cccc(C)c2[nH]c1=O	0.751
88	CN(CC(=O)O/N=C(\N)c1ccccn1)S(=O)(=O)c1ccc(Br)cc1	0.633

#	molecule	Cav3 T inh
89	Cc1cc(=O)cc(C)[nH]1	0.0649
90	CCc1nnc(NC(=O)CSc2nc3cccnc3n2Cc2ccccc2)s1	-0.759
91	CCNC(=S)NS(=O)(=O)c1ccccc1	-0.162
92	Cc1ccc(C(=O)CSc2nnc(-c3ccco3)n2Cc2ccccc2)cc1	-3.18
93	CC1(C)CC(=O)C2=C(C1)N1CCCCC1CC2=O (stereo unspecified)	0.467
94	Cc1sc2ncnc(N3CCN(c4ncccn4)CC3)c2c1C	-1.5
95	CS(=O)(=O)N(CC(=O)Nc1ccc2c(c1)OCO2)c1ccc(Cl)cc1	-1.64
96	O=C(Nc1ccc2c(c1)OCCO2)c1cnc2n(c1=O)CCS2	-0.536

#	molecule	Cav3 T inh
97	CC1CCC2(CC1)NC(=O)N(CC(=O)c1cccn1C)C2=O (stereo unspecified)	0.647
98	CC(C)(C)C(=O)NC(=S)Nc1ccccc1C(=O)Nc1ccccc1	0.0712
99	CC12CCC(C(=O)Nc3nccs3)(OC1=O)C2(C)C (stereo unspecified)	0.356
100	COc1ccc(Cn2nnnc2CN2CCc3ccccc32)cc1	-0.524
101	COc1cc(-c2c(C#N)c(=O)[nH]c3c2c(C)nn3-c2ccccc2)ccc1O	1.59
102	C=CCN(c1ccc(C(=O)N2CCN(c3ccc(F)cc3)CC2)cc1)S(C)(=O)=O	0.291
103	O=C(NCc1ccccc1)C1(c2ccccc2)CCN(S(=O)(=O)c2ccccc2)CC1	-0.291
104	CCOC(=O)C1=C(c2ccccc2)NC(SCC(N)=O)=C(C#N)C1c1cccnc1 (stereo unspecified)	1

#	molecule	Cav3 T inh
105	Cc1ccc(S(=O)(=O)N2CCCSCC2)cc1	-0.226
106	Cc1ccc(Cn2c(-c3nonc3N)nc3ccccc32)cc1	-0.606
107	COC(=O)CSc1nnc(-c2ccc(S(=O)(=O)NCc3cccs3)cc2)o1	-0.105
108	CCn1c(SCC(=O)Nc2cc(C)on2)nnc1-c1ccncc1	0.0563
109	Cn1c(=O)c2cc(S(=O)(=O)NCCC(=O)Nc3ccc(Cl)cc3)ccc2n(C)c1=O	-3.02
110	CC(C)(C)c1ccc(C(=O)Nn2c(CCC(=O)O)ccc2-c2cccs2)cc1	-1.02
111	COc1ccc(C)cc1NC(=O)C1CCCCC1C(=O)O (stereo unspecified)	0.634
112	Cn1cc(C(=O)N2CCN(C(=O)c3ccco3)CC2)c2c3ccccc3n(C)c2c1=O	1.61

#	molecule	Cav3 T inh
113	COc1ccc(NC(=O)NCCCN2CCCC2=O)cc1	0.091
114	O=C(NC1CCCCCCC1)C1CCN(c2nc3ccccc3o2)CC1	-0.143
115	CCOC(=O)c1c(C2CCN(C(=O)OCC)CC2)nc2ccccn12	0.949
116	CCc1nc(OCc2ccco2)c2sc3nc4c(cc3c2n1)COC(C)(C)C4	0.265
117	CC(C)n1c(SC2CCOC2=O)nc2ccccc21 (stereo unspecified)	-0.255
118	COc1ccc(NC(=O)c2ccc(Cc3ccc(C)cc3)o2)cc1	-2.63
119	O=C1c2ccc3c4c(ccc(c24)C(=O)N1c1ccc2ccccc2c1)CC3	0.388
120	C=CCn1cnc2scc(-c3ccc(C)cc3)c2c1=O	-0.526

3 structures already listed, sorted by number of heavy atoms, low to high:
#	molecule	Cav3 T inh
117	CC(C)n1c(SC2CCOC2=O)nc2ccccc21 (stereo unspecified)	-0.255
118	COc1ccc(NC(=O)c2ccc(Cc3ccc(C)cc3)o2)cc1	-2.63
114	O=C(NC1CCCCCCC1)C1CCN(c2nc3ccccc3o2)CC1	-0.143

(further entries)
#	molecule	Cav3 T inh
121	COc1ccc(CC(=O)NCc2ccco2)cc1OC	0.116
122	O=C(CN1CCCCC1)Nc1cc(Cl)ccc1Cl	-0.241
123	COc1ccc(CN2[C@@H](CC(=O)O)c3cc(F)ccc3S2(=O)=O)cc1	-2.11
124	COc1ccccc1NC(=O)CN1C(=O)C2(OCCCO2)c2ccccc21	0.958
125	CCOc1cc2[nH]c(=O)n(CCCCC(=O)NCc3ccco3)c(=O)c2cc1OCC	0.96
126	CC1CCCCN1C(=O)CSc1nc2ccccc2n1CC(=O)N1CCc2ccccc21 (stereo unspecified)	0.0192
127	COc1ccc(-c2noc(CCC(=O)Nc3cccc(C)c3)n2)cc1	-0.331
128	Cc1ccc(-c2noc(CCC(=O)NCCc3ccccc3Cl)n2)cc1	-2.59

#	molecule	Cav3 T inh
129	OC(CNCC1CCCO1)Cn1c2ccccc2c2ccccc21 (stereo unspecified)	0.873
130	COc1ccc(OC)c(C(O)c2nc3ccccc3n2C(C)C)c1 (stereo unspecified)	-0.833
131	O=C(O)CCn1[nH]c(=O)c2ccccc2c1=O	0.512
132	COc1cc(C)nc(N(Cc2ccccc2)S(=O)(=O)c2ccccc2)n1	-3.11
133	O=C1CC(N(O)c2ccccc2)C(=O)N1Cc1ccccc1 (stereo unspecified)	-0.177
134	CC(=O)Nc1cccc(Cn2cccn2)c1	0.096
135	CCC(CC)C(=O)Nc1ccc(Cl)c(Cl)c1	-5.17*
136	CCOC(=O)C1=C(C)NC(SCC(=O)O)=C(C#N)C1c1ccco1 (stereo unspecified)	0.683
137	O=C(O)[C@H](Cc1ccccc1)NC(=O)N1CCOCC1	-0.47

Assay outcomes: PubChem, Vanderbilt High Throughput Screening Facility
